POLK inh: blocks human DNA polymerase kappa activity; Q9UBT6; purified Pol kappa, fluorescent DNA synthesis assay, 10 min; Potency, µM (top dose mostly 107 µM), for the others: at the top dose activity, negative = inhibition, hits mostly inhibitors; 400,000 tested, 0.53% active; AID 588579; also: potency is read from the fitted curve at half-maximal effect; % is scaled to controls: 0 for no effect and ±100 for the full control effect
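10 nM Pol kappa preincubated 15 min at room temperature with compounds, then reaction started with substrate at 50 nM final. Fluorescence read kinetically at 0 and 10 min; buffer-only wells served as negative control.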
Pol iota inh: blocks human DNA polymerase iota activity | AID 588590 | Q9UNA4 | Pol iota fluorescent replication assay, 10 min | 390,000 tested, 1% active | Potency, µM (top dose mostly 115 µM), for the others: at the highest dose activity, negative = inhibition, actives largely listed as inhibitors; also: potency is read from the fitted curve at half-maximal effect
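Pol iota at 10 nM preincubated 15 min with compounds at room temperature; reaction started with fluorescent substrate, 50 nM final. Fluorescence read kinetically at 0 and 10 min; buffer-only wells as negative control.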
APEX1 inh: blocks human APE1 abasic DNA cleavage. Potency, µM (doses to about 65.8 µM), inactives show at the top dose activity change, negative = inhibition, hits mostly inhibitors. 350,000 tested, 0.35% active. recombinant APE1, TAMRA/BHQ-2 abasic DNA cleavage fluorescence;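 also: potency is read from the fitted curve at half-maximal effect; plate controls were vehicle for no effect and reference inhibitor for full effect; nearly all actives have a fitted effect of over 55% in size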
Target sequence (P27695 whole entry, looked up): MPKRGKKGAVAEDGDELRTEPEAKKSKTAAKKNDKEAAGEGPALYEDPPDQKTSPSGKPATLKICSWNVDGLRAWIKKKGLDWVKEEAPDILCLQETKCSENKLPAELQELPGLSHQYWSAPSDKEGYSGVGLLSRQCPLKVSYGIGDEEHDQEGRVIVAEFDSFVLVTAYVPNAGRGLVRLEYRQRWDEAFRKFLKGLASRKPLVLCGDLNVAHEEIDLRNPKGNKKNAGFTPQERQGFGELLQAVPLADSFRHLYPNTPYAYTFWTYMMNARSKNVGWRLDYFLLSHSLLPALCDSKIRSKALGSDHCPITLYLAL
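Kinetic fluorescence read (525 ex/598 em nm, three reads 60 s apart) of AP-site incision; signal = third minus first read. Enzyme 0.75 nM, dual-labelled THF duplex 50 nM, compound preincubation 15 min RT.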
ERG Ets-DNA blk: inhibitors of human ERG Ets domain-DNA interaction; 370,000 tested, 0.028% active; P11308; fluorescence polarization, His-ERG Ets domain / labelled DNA; Potency, µM (series often up to 76.9 µM), inactives show at the highest dose FP activity, negative = inhibition, actives largely listed as inhibitors; active = well fitted inhibition curve with a large enough effect in the polarisation, with a control signal flat; inconclusive = small, poorly fitted or top-dose-only effect, or effect the other way, or a change in a side signal; inactive = no such curve, though single readings can be large or run the other way; the % refers to the polarisation;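 also: polarization taken with two DNA probes labelled with fluorescein and Texas red; potency is read from the fitted curve at half-maximal effect; % of control where 0% means no effect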
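His-tagged ERG Ets domain (1 uM in the protein solution; 300mM KCl, 50mM Tris-HCl, 1mM EDTA, 1mM DTT, pH 7.5) received compound, then a probe mix of 5 nM fluorescein-DNA and 100nM Texas-615-DNA. Fluorescence polarization was read for both dyes.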
BLM helicase inh: blocks DNA unwinding by human BLM helicase; recombinant BLM DNA unwinding, fluorescence dequenching; AID 2528; Potency, µM (highest dose often 56.1 µM), without a hit: at the highest dose activity change, negative = inhibition, most hits filed as inhibitors; 350,000 tested, 0.2% active; P54132;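 also: potency is read from the fitted curve at half-maximal effect; plate controls were vehicle for no effect and no enzyme for full effect; nearly all actives have a fitted effect of over 35% in size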
TRHR ag: TRH receptor (human) agonism | P34981 | TRHR cells, calcium flux fluo-8, FDSS agonist mode | activation, % at 2 µM | 360,000 tested, 0.18% active; in the data active = activation above about 30%; also: 0% is about no effect
Target sequence (P34981 whole entry, looked up): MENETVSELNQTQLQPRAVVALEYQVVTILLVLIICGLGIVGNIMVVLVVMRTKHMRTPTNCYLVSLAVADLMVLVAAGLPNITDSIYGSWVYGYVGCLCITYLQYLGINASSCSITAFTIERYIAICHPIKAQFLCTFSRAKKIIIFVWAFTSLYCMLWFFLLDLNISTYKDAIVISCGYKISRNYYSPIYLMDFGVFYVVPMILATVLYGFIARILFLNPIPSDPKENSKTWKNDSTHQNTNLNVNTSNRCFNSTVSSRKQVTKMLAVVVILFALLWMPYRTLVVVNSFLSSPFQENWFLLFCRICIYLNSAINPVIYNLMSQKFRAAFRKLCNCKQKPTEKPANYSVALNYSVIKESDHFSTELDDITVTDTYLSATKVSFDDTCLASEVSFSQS
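Read-out: compound-evoked intracellular calcium rise in TRHR cells, fluo-8 dye, kinetic FDSS fluorescence at 1 s/cycle following a 10-cycle baseline. Cells cultured overnight before dye loading (30 min–1.5 h, RT).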
POLB inh: blocks human DNA polymerase beta activity; 340,000 tested, 1.3% active; P06746; Pol beta primer extension/strand displacement, fluorescence kinetic; Potency, µM (highest dose often 114 µM), for inactives: at the top dose activity change, negative = inhibition, actives largely listed as inhibitors; also: potency is read from the fitted curve at half-maximal effect; % is scaled to controls: 0 for no effect and ±100 for the full control effect
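Reaction started by 50 nM substrate onto compound-treated Pol beta (10 nM, 15 min preincubation, room temperature); plates read at 0 min and 10 min. Normalized concentration-effect data fitted by four-parameter Hill equation.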
Anesthetic bind: candidate novel general anesthetic via apoferritin binding; apoferritin/1-aminoanthracene competitive binding, fluorescence; Potency, µM (series often up to 77.5 µM), for the others: at the highest dose activity change, negative = displacement, usual class: inhibitors; P02791; 350,000 tested, 0.074% active; also: potency is read from the fitted curve at half-maximal effect; % is scaled to controls: 0 for no effect and ±100 for the full control effect; nearly all actives have a fitted effect of over 20% in size
Target sequence (P02791 2-175 limits assumed): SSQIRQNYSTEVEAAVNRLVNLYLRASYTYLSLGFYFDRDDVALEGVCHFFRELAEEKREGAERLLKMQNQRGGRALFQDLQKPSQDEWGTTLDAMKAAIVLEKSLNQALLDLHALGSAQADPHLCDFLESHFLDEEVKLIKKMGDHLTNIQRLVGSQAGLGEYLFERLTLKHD
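Concentration-response curves derived by four-parameter Hill fitting of normalized fluorescence, where compounds displaced 1-AMA from 10 uM horse apoferritin following a brief 10 min room-temperature incubation; propofol titration acted as positive control.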
ALOX12 inh: blocks human arachidonate 12S-lipoxygenase | P18054 | purified 12hLO, xylenol orange hydroperoxide absorbance | Potency, µM (doses to about 108 µM), inactives show at the highest dose activity change, negative = inhibition, most hits filed as inhibitors | 580,000 tested, 1.1% active | AID 1671190; also: potency is read from the fitted curve at half-maximal effect; % is scaled to controls: 0 for no effect and ±100 for the full control effect
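Purified human 12hLO (150 nM final) in 25 mM Hepes, 0.01% Triton X-100, pH 7.0 was preincubated 15 min at room temperature with compound. Then 40 uM arachidonic acid was added, 30 min. Hydroperoxide was read by Fe-XO absorbance ratio 573/405 nm.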
The depositor's hits bear a star; i = inactive; ? = inconclusive; nt = no result given; & = joins results of further samples; [ ] = dose if it differs, or a comment. Unless noted, calls follow the shape of the dose curve; as a rule, active = well fitted curve in the direction sought with a large enough effect; inconclusive = small, poorly fitted or top-dose-only effect, or another doubt; inactive = no such curve, though single readings can be large; an effect the other way counts as inactive or inconclusive. An excerpt; rates above refer to the full screens.

nr	Structure	POLK inh	Pol iota inh	APEX1 inh	ERG Ets-DNA blk	BLM helicase inh	TRHR ag	POLB inh	Anesthetic bind	ALOX12 inh
1	CC(=O)c1c(C)[nH]c(C(=O)Nc2cc(S(=O)(=O)N(C)C)ccc2C)c1C	-11%	97%[activator]	13%	8%	-13%	-0.4	-19%	-1%	?
2	CC1CCCCC1NC(=O)COC(=O)c1ccc2ncsc2c1 (stereo not given)	-6%	?	-15%	-14%	nt	0.5	nt	nt	-4%
3	CNC(=O)c1cc(OCC(F)(F)F)ccc1OCC(F)(F)F	0%	18%	3%	-3%	-4%	-0.5	11%	-4%	6%
4	N#C/C(=C\c1ccc2c(c1)OCCO2)C(=O)Nc1nccs1	-7%	89%[activator]	12%	10%	-4%	-0.6	39%	-11%	-16%
5	Cc1ccc(CNC(=O)C2CCC(=O)N(Cc3ccccc3F)C2)s1 (stereo not given)	-4%	-12%	-3%	5%	-2%	-0.8	12%	-7%	-2%
6	Cc1c(CCC(=O)O)c(=O)oc2cc(OCc3ccccc3F)ccc12	-11%	21%	-4%	3%	-8%	-0.2	8%	-15%	4%
7	CNC(=S)N1CCN(C(c2ccccc2)c2ccccc2)CC1	16%	21%	?	8%	-10%	-1.1	-11%	-11%	0%
8	C/C(=N\NC(=O)COc1ccc(C(C)(C)C)cc1)c1ccccc1	-6%	93%[activator]	-5%	16%	-18%	-0.3	?	?	-1%
9	Cc1c2cnn(CC(=O)NCc3ccc(Cl)cc3)c(=O)c2c(C)n1Cc1ccc(F)cc1	-7%	1%	nt	-10%	-10%	-0.6	?	3%	1%
10	CCC(NC(=O)C1CCCC1)c1ccccc1 (stereo not given)	-8%	135%[activator]	nt	4%	nt	nt	nt	nt	105%[activator]
11	Cc1cccc(C)c1NC(=O)C1(N(Cc2ccco2)C(=O)Cn2nnnc2N)CCCCC1	1%	-1%	1%	nt	-3%	0.3	10%	-13%	-9%
12	COc1cccc(/C=N/N2CCN(Cc3ccccc3)CC2)c1O	-5%	43%[activator]	1%	-9%	-2%	-0.9	35%	7%	0%
13	O=C(NCc1cc2ccccc2[nH]1)c1ccccc1F	-8%	7%	-17%	3%	-4%	-0.1	1%	-14%	0%
14	O=C(C(c1ccccc1)c1ccccc1)N1CCN(CCN2C(=O)c3cccc4cccc(c34)C2=O)CC1	-20%	16%	-7%	1%	0%	0.3	18%	-23%	-5%
15	CC(C)C(NC(=O)C(NC(=O)C1OC2OC(C)(C)OC2C2OC(C)(C)OC12)C(C)C)C(=O)O (stereo not given)	1%	42%[activator]	17%	-6%	2%	-0.2	46%	-2%	1%
16	Cc1ccc(C(=O)Nc2cccc(C(=O)N/N=C/c3ccc(F)cc3)c2)cc1	1%	21%	29%	8%	-6%	-0.5	-3%	-5%	-25%
17	Cc1cccc2c(N=NC(=O)C(C)n3cnc4ccccc4c3=O)c(O)[nH]c12 (stereo not given)	0%	?	nt	-11%	nt	nt	nt	nt	10%
18	CCCCCn1cnnc1SCC(=O)c1c(N)n(C2CC2)c(=O)[nH]c1=O	-9%	16%	-8%	-6%	nt	1.7	nt	nt	1%
19	COc1ccc(-c2ccc3c(N)c(C(=O)Nc4cccc(C)c4)sc3n2)cc1	-1%	5%	nt	7%	-1%	1.3	-21%	37%[activator]	-18%
20	O=[N+]([O-])c1ccc(Cl)c(S(=O)(=O)n2ccnc2)c1	3%	48%[activator]	1%	-8%	1%	0.2	6%	-8%	0%

Part of the list above, with one line to a screen:
20) O=[N+]([O-])c1ccc(Cl)c(S(=O)(=O)n2ccnc2)c1
10) CCC(NC(=O)C1CCCC1)c1ccccc1 (stereo not given)
16) Cc1ccc(C(=O)Nc2cccc(C(=O)N/N=C/c3ccc(F)cc3)c2)cc1
17) Cc1cccc2c(N=NC(=O)C(C)n3cnc4ccccc4c3=O)c(O)[nH]c12 (stereo not given)

entry no.	20	10	16	17
POLK inh	3%	-8%	1%	0%
Pol iota inh	48%[activator]	135%[activator]	21%	?
APEX1 inh	1%	nt	29%	nt
ERG Ets-DNA blk	-8%	4%	8%	-11%
BLM helicase inh	1%	nt	-6%	nt
TRHR ag	0.2	nt	-0.5	nt
POLB inh	6%	nt	-3%	nt
Anesthetic bind	-8%	nt	-5%	nt
ALOX12 inh	0%	105%[activator]	-25%	10%

Next results.
nr	Structure	POLK inh	Pol iota inh	APEX1 inh	ERG Ets-DNA blk	BLM helicase inh	TRHR ag	POLB inh	Anesthetic bind	ALOX12 inh
21	CC(=O)NS(=O)(=O)c1ccc(N)cc1	8%	16%&-9%	4%	-3%&-8%	4%	-0.3&1.2	-1%	-1%	19%
22	O=C(CSCc1ccc(Br)cc1)N1CCCC1	7%	-9%	-3%	-7%	-1%	-0.6	2%	-11%	-7%
23	CCCNC(=O)COC(=O)CCC(=O)c1ccc(F)cc1	-8%	-2%	-3%	0%	-2%	-0.2	8%	5%	-2%
24	O=S(=O)(c1ccccc1)c1nc(-c2ccccc2)oc1NCCCN1CCOCC1	-12%	28%	8%	1%	-1%	0.2	25%	-12%	?
25	C/C(=N\NC(=O)c1ccc(Cn2cc(Br)cn2)o1)c1cccc(NC(=O)C(C)(C)C)c1	-3%	32%[activator]	-1%	0%	-1%	0.1	1%	-17%	8%
26	Nc1nc2c(ncn2COC(CO)CO)c(=O)[nH]1	-10%[60.1 µM]	?	32%[activator]	8%	5%	0.1	-1%	12%	2%[57.4 µM]
27	COC(=O)c1ccc(NC(=O)CSc2nnc(Cc3cccn3C)n2-c2ccc(F)cc2)cc1	9%	-4%	0%	1%	-5%	-0.2	?	-20%	473%[activator]
28	O=C(c1nnc(Cc2ccc(Cl)cc2)o1)N1CCOCC1	-24%	-26%	1%	-3%	-9%	0.2	?	2%	8%[57.4 µM]
29	N#CCc1nn2c3c(cnc2c1C#N)C(=O)CCC3	-31%	?	0%	23%	0%	2.6	14%	0%	4%
30	CCOC(=O)c1cccc(NC(=O)C2CCCN(S(=O)(=O)c3ccc4c(c3)oc(=O)n4C)C2)c1 (stereo not given)	-2%	15%	nt	1%	-10%	-0.9	-1%	-1%	0%
31	Cn1c(Br)nc2c1c(=O)n(CC(O)COc1ccccc1)c(=O)n2C (stereo not given)	-6%	7%	14%	-5%	-1%	0.7	5%	-21%	108%[activator]
32	COc1ccc(NC(=O)C2=C(C)Nc3nc(SCc4ccccc4C)nn3C2c2cc(OC)c(O)c(OC)c2)cc1 (stereo not given)	-28%	28µM*	nt	0%	-20%	0.5	8.9µM*	-4%	?
33	CC(C)C(=O)NC(NC(=S)NC1CCS(=O)(=O)C1)C(Cl)(Cl)Cl (stereo not given)	-6%	-19%	2%	nt	2%	0.3	-2%	2%	-13%
34	Cc1ccccc1Nc1cc(C(=O)NCCc2ccc(Cl)cc2)c2ccccc2n1	0%	-17%	nt	-8%	-10%	0.5	2%	178%[activator]	?
35	CC1CN(C(=O)COC(=O)c2cccs2)CC(C)O1 (stereo not given)	-2%	33%[activator]	-1%	-3%	3%	-0.1	-1%	3%	i
36	CCOC(=O)C(NC(=O)c1ccccc1)(Nc1cccc(C)n1)C(F)(F)F (stereo not given)	1%	25%	2%	-17%	-6%	-0.6	-11%	-8%	-4%
37	CCOC(=O)c1c(NC(=O)C2CCCCC2)sc2c1CCN(C(C)C)C2	-2%	-6%	-5%	1%	2%	1.2	19%	?	0%
38	CN1CCCCCC1=NC1=C(C#N)CCCC1	-11%	3%	1%	-4%	-1%	0.4	25%	-15%	-5%
39	O=C(CSc1nnc(C2CC2)n1C1CC1)c1ccc(F)c(F)c1	0%	6%	-3%	15%	nt	-0.6	nt	nt	23%
40	CCOC(=O)C1Nc2ccc(C)cc2C2C=CCC12 (stereo not given)	-22%	?	nt	13%	nt	nt	nt	nt	32µM*

Limited to TRHR ag, for two of the compounds above:
cpd	SMILES	TRHR ag
28	O=C(c1nnc(Cc2ccc(Cl)cc2)o1)N1CCOCC1	0.2
29	N#CCc1nn2c3c(cnc2c1C#N)C(=O)CCC3	2.6

Next records:
nr	Structure	POLK inh	Pol iota inh	APEX1 inh	ERG Ets-DNA blk	BLM helicase inh	TRHR ag	POLB inh	Anesthetic bind	ALOX12 inh
41	Cc1cc(C)nc(SCC(=O)c2ccc(F)cc2)n1	0%	15%	3%	4%	-2%	-1.1	66%	-10%	4%
42	CC(=O)C1=C(NC(=O)c2ccc(F)cc2)CC2C1C2(C)C (stereo not given)	-5%	14%	1%	-6%	-2%	-0.2	9%	?	0%
43	O=C(C1CC1)N1CCc2cc(Br)cc(S(=O)(=O)N3CCN(c4ccccn4)CC3)c21	-5%	7%	-8%	-1%	-10%	1.2	0%	-2%	-2%
44	COC(=O)N/N=C/c1cc(OC)c(O)c([N+](=O)[O-])c1	-32%	?	?	1%	-11%	-0.3	15%	-14%	-16%
45	O=C(NCCNS(=O)(=O)c1ccccc1)c1ccc([N+](=O)[O-])cc1	-8%	2%	34%	-3%	-4%	-0.2	-23%	-5%	3%

Some values from the list.
cpd 43 | ALOX12 inh: -2%
cpd 44 | ALOX12 inh: -16%
cpd 42 | POLB inh: 9%
cpd 41 | POLK inh: 0%
cpd 45 | TRHR ag: -0.2

Arranged by the number under BLM helicase inh (falling): some entries from above.
No.	canonical_smiles	BLM helicase inh
42	CC(=O)C1=C(NC(=O)c2ccc(F)cc2)CC2C1C2(C)C (stereo not given)	-2%
43	O=C(C1CC1)N1CCc2cc(Br)cc(S(=O)(=O)N3CCN(c4ccccn4)CC3)c21	-10%
44	COC(=O)N/N=C/c1cc(OC)c(O)c([N+](=O)[O-])c1	-11%
